Bioassay records deposited in PubChem BioAssay by several laboratories.
CCHFV vOTU inh: CCHFV vOTU protease inhibition; Pep-AMC fluorescence; inhibition, % at 11.5 µM; 370,000 compounds, 0.55% hits; in the data active = inhibition above about 30%; note: 0% = vehicle wells with enzyme and 100% = no enzyme wells
SARS 3CLpro inh: SARS-CoV 3CLpro protease inhibition | P0C6X7 | recombinant SARS-CoV 3CLpro, quenched FRET peptide cleavage | inhibition, % at 6 µM | 290,000 compounds, 0.14% hits; in the data active = inhibition above about 12%
PriA SSB inh: blocks PriA binding to SSB C-terminal tail; AlphaScreen SSBct-PriA binding, biotinylated peptide; inhibition, % at 33 µM; 430,000 compounds, 0.6% hits; AID 1272365; in the data active = inhibition mostly above about 37%, no sharp cut-off; inactive = mostly below about 20%;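 note: plate controls were negative control peptide for no effect and reference peptide for full effect; strong numbers were not always called active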
MazEF act: activators of E. coli MazEF toxin-antitoxin RNase. P0AE70. FAM/BHQ RNA-DNA oligo cleavage fluorescence, 5 h. activation, % at 20 µM. 350,000 compounds, 0.32% hits. AID 504720; in the data active = activation above about 50%
PrPC surface inh: cell surface PrPC inhibition, primary TR-FRET screen; P04156; TR-FRET read-out; inhibition, % at 13.8 µM; 370,000 compounds, 0.43% hits; in the data active = inhibition above about 24%; note: 0% = median of the test wells and 100% = reference compound wells
Anthrax LF prot: inhibitors of Bacillus anthracis lethal factor protease. 360,000 compounds, 0.12% hits. inhibition, % at 10 µM. multiplex microsphere protease cleavage assay, LF; note: plate controls were buffer without enzyme for full effect and enzyme alone for no effect
Target sequence (P15917 whole entry, looked up): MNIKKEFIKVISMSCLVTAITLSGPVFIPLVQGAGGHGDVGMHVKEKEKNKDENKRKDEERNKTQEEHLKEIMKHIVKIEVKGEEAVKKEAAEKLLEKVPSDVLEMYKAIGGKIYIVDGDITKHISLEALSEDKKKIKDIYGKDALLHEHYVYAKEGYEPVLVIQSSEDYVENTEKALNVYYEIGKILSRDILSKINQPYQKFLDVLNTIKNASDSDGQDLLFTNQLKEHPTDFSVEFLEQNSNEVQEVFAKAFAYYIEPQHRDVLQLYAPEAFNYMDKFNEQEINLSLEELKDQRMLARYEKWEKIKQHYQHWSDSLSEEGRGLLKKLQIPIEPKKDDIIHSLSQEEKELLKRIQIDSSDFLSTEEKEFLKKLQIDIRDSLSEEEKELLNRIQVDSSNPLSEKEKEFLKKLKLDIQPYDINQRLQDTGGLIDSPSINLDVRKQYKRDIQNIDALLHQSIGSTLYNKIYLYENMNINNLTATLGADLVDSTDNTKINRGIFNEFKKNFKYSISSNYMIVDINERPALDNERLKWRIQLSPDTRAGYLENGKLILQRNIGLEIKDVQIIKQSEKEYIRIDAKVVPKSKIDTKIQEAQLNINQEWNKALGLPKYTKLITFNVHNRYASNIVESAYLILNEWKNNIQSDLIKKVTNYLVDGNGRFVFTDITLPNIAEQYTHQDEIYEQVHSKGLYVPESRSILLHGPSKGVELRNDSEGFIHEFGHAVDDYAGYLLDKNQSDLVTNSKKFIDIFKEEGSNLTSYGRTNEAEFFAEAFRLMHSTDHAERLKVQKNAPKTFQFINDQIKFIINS
DUSP3 inh: blocks human VHR1 dual specificity phosphatase. P51452. recombinant VHR phosphatase, pNPP absorbance. inhibition, % at 13.3 µM. 290,000 compounds, 0.52% hits; in the data active = inhibition above about 50%; note: some compounds called inactive have numbers as strong as hits
Target sequence (P51452 whole entry, looked up): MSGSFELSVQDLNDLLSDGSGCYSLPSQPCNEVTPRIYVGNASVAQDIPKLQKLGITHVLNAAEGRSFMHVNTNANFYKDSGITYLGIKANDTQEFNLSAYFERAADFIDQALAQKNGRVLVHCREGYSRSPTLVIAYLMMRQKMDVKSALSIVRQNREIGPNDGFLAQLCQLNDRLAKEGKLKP
Rv3671c protease: inhibitors of M. tuberculosis serine protease Rv3671c; inhibition, % at 5.96 µM; 320,000 compounds, 0.048% hits; AID 2606; in the data active = inhibition above about 38%;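 note: extracellular domain of Rv3671c used as enzyme; 0% = enzyme with DMSO and 100% = no enzyme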
BoNT-F LC inh: BoNT F light chain protease inhibition; Multiplex microsphere protease cleavage assay, flow cytometry; inhibition, % at 10 µM; 360,000 compounds, 0.22% hits; AID 588497; in the data active = inhibition above about 35%, passing the limit was not always enough; inconclusive = no clear call, values can overlap the other calls; note: plate controls were buffer without enzyme for full effect and enzyme alone for no effect
BoNT A protease: BoNT A light chain protease inhibition; 360,000 compounds, 0.17% hits; AID 588499; multiplex microsphere protease substrate cleavage, flow cytometry; inhibition, % at 10 µM; note: plate controls were buffer without enzyme for full effect and enzyme alone for no effect
An asterisk follows results filed as active; u = inconclusive; x = no result given; & = joins results of further samples. Cut-off read from the data, not from the text of the source, unless noted: active = inhibition above about 30%; inconclusive = no clear call, values can overlap the other calls; inactive = below that. The list is partial (hit frequency here may not be typical).

Start of the data: the first 5 records (preview)
Order of results: DUSP3 inh | Rv3671c protease | SARS 3CLpro inh | CCHFV vOTU inh | BoNT-F LC inh | PriA SSB inh | BoNT A protease | PrPC surface inh | MazEF act | Anthrax LF prot
CCCn1nnnc1NCc1ccc(OC)cc1
    30 | 0 | 8 | -6 | 6 | -22 | 2.8 | 2 | 13 | 2
Cc1ccc(NC(=S)NC(NC(=O)c2ccco2)C(Cl)(Cl)Cl)cc1 (configuration not stated)
    19 | -6 | 0 | 1 | 9 | -12 | 0.1 | 11 | 4 | 0
COc1nccnc1NS(=O)(=O)c1ccc(N=Cc2c(C)[nH]n(-c3ccc(Cl)cc3)c2=O)cc1
    2 | -2 | 1 | 2 | x | x | x | 0 | x | x
COc1cc(C(=O)OC(C)c2ccc(F)cc2)ccc1OCC(=O)N1CCOCC1 (configuration not stated)
    x | -3 | x | 11 | -10 | -2 | -1.0 | 9 | 1 | 0
O=C(CCNS(=O)(=O)c1ccccc1C(F)(F)F)N1CCN(S(=O)(=O)c2cccc(F)c2)CC1
    x | -3 | x | -6 | 3 | -2 | 4.1 | -2 | 4 | 2

The list itself, previewed entries included:
Order of results: DUSP3 inh | Rv3671c protease | SARS 3CLpro inh | CCHFV vOTU inh | BoNT-F LC inh | PriA SSB inh | BoNT A protease | PrPC surface inh | MazEF act | Anthrax LF prot
CCCn1nnnc1NCc1ccc(OC)cc1
    30 | 0 | 8 | -6 | 6 | -22 | 2.8 | 2 | 13 | 2
Cc1ccc(NC(=S)NC(NC(=O)c2ccco2)C(Cl)(Cl)Cl)cc1 (configuration not stated)
    19 | -6 | 0 | 1 | 9 | -12 | 0.1 | 11 | 4 | 0
COc1nccnc1NS(=O)(=O)c1ccc(N=Cc2c(C)[nH]n(-c3ccc(Cl)cc3)c2=O)cc1
    2 | -2 | 1 | 2 | x | x | x | 0 | x | x
COc1cc(C(=O)OC(C)c2ccc(F)cc2)ccc1OCC(=O)N1CCOCC1 (configuration not stated)
    x | -3 | x | 11 | -10 | -2 | -1.0 | 9 | 1 | 0
O=C(CCNS(=O)(=O)c1ccccc1C(F)(F)F)N1CCN(S(=O)(=O)c2cccc(F)c2)CC1
    x | -3 | x | -6 | 3 | -2 | 4.1 | -2 | 4 | 2
CN1CCN(c2ccc(NC(=O)c3ccco3)cc2Cl)CC1
    11 | -6 | -1 | 2 | 2 | -2 | -1.0 | -7 | 5 | -2
COc1ccc(CN2CCCC(C(=O)N3CCCC3)C2)c(OC)c1OC (configuration not stated)
    x | x | x | 11 | 1 | x | 0.1 | 3 | x | -7
CCCN(CC(=O)Nc1ccccc1C)C(=O)C1CCN(c2ncnc3sc(C)c(C)c23)CC1
    x | 6 | x | 1 | 0 | 0 | 3.2 | 6 | 0 | -2
CS(=O)(=O)c1ccc(C(=O)NCCN2C(=O)S/C(=C\c3cccnc3)C2=O)cc1[N+](=O)[O-]
    26 | 1 | -3 | 8 | -4 | -7 | 0.6 | -15 | 10 | -2
COc1ccc(-n2c(O)c(C=NCC(c3ccco3)N3CCCC3)c3ccccc3c2=O)cc1OC (configuration not stated)
    8 | -10 | 5 | x | 1 | 6 | 0.6 | x | -14 | 0
Cc1ccc(C)c(NC(=S)NC(NC(=O)N(C)C)C(Cl)(Cl)Cl)c1 (configuration not stated)
    -1 | -2 | 5 | 5 | -11 | -7 | -0.4 | 9 | -1 | -2
CCCCN(C(=O)C1=NN(c2ccccc2)C(=O)CC1)c1c(N)n(CCC)c(=O)[nH]c1=O
    x | 2 | x | 6 | -4 | -8 | 0.0 | 9 | 1 | -2
CCCCOC(=O)Nc1nnc(COc2ccccc2)s1
    -1 | 1 | 0 | 8 | 0 | -15 | -1.6 | 9 | 5 | -4
c1ccc(OCCCCN2CCCCC2)cc1
    17 | x | 0 | -4 | u | 1 | -7.5 | 1 | 9 | 0
C/C(CCC(C)C)=N\NC(=O)COc1ccccc1-c1ccccc1
    17 | x | 3 | -1 | -3 | x | -0.6 | 5 | -8 | -5
CC(C)(C)C(=O)c1c(N)[nH]c(C(=O)c2ccccc2)c1-c1ccc(C(F)(F)F)cc1
    x | x | x | 8 | -7 | x | -0.5 | -6 | x | 0
Cn1c(=O)oc2cc(S(=O)(=O)Nc3ccccc3)ccc21
    -11 | -5 | 5 | 1 | -4 | 0 | -1.7 | 6 | 3 | -5
CCc1cc2c(=O)c(-c3cscn3)coc2c(CN(C)C)c1O
    13 | 6 | 3 | -40 | -8 | -4 | -1.1 | 6 | 11 | -2
C=CCN(c1ccc(C(=O)NCCCn2ccnc2)cc1)S(C)(=O)=O
    6 | -7 | -1 | -7 | u | 2 | -1.4 | 1 | 14 | 1
Cc1cccc(-n2c(SC(C)C(=O)O)nc3sc4c(c3c2=O)CCCC4)c1 (configuration not stated)
    17 | 1 | 3 | 17 | -17 | 3 | 0.5 | 8 | 3 | 1
Cc1cc([N+](=O)[O-])cc2c1NC(=O)C2(O)N1CCOCC1 (configuration not stated)
    6 | -9 | 0 | 1 | -2 | -10 | 0.0 | -2 | 0 | -2
CCOc1ccccc1CN1CCN(CCCc2ccccc2)CC1CCO (configuration not stated)
    40 | 4 | 1 | -6 | -16 | -12 | -0.3 | -2 | 9 | 2
COc1ccc(C(=O)NCCOc2cccc(OC)c2)cc1
    36 | 3 | 1 | 8 | -4 | 9 | -0.9 | 0 | 4 | -2
COc1ccc(CC(=O)N2N=C(C)CC2(O)c2cccnc2)cc1OC (configuration not stated)
    -2 | -6 | 1 | -6 | -8 | -5 | -0.8 | 2 | -1 | -4
CC1(C)CC(=O)C2=C(C1)N(c1cccc(O)c1)C1=C(C2)C(=O)CC(C)(C)C1
    22 | 0 | -5 | -9 | u | -8 | 0.5 | 1 | 5 | 10
C[N+](C)(C)CC1CCCC1=O (configuration not stated)
    x | x | x | -1 | -8 | -16 | 0.0 | 3 | 2 | 0
CC(C)C(=O)N1CCC(n2nccc2NC(=O)CCc2ccccc2)CC1
    80 | -1 | -7 | -1 | 3 | 3 | 0.1 | 4 | 2 | -4
Cc1ccc2c(c1)N(CC(=O)N1CCCCC1C)C(=O)CO2 (configuration not stated)
    -20 | 2 | -3 | 20 | -10 | 5 | 2.6 | -3 | 11 | 13
O=C1CCC(=O)N1c1ccc(NCCc2cccc(F)c2)c([N+](=O)[O-])c1
    20 | 7 | 2 | -4 | -5 | -5 | -0.7 | 5 | -6 | -2
O=C(Cn1c(=S)[nH]c2ccccc2c1=O)N1CCC2(CC1)OCCO2
    29 | 1 | 1 | -5 | -7 | -10 | -4.3 | 2 | 4 | -4
COc1ccc(-n2nnnc2C(CCc2ccccc2)N2CCC3(CC2)C(=O)NCN3c2ccccc2)cc1 (configuration not stated)
    x | x | x | 26 | 2 | x | -0.4 | 2 | x | -3
O=S(=O)(/N=C/c1c(O)ccc2ccccc12)c1cccs1
    -9 | -5 | -2 | -2 | x | x | x | 0 | x | x
Nc1[nH]nc2ncc3cc4ccccc4nc3c12
    1 | 12 | 5 | 15 | 4 | -3 | -0.1 | -42 | -10 | -13
CN(C1=C(N2CCOCC2)C(=O)c2ccccc2C1=O)c1ccccc1
    1 | 5 | 4 | 1 | 0 | 92 | 1.1 | -51 | 0 | 3
CSCCC(NC(=O)c1ccccc1Cl)C(=O)N1CCN(C(c2ccccc2)c2ccccc2)CC1 (configuration not stated)
    23 | -11 | -3 | 1 | -3 | 7 | -2.0 | 4 | 1 | -5
COCCN1Cc2cccc(C(=O)Nc3cccc(-c4nc5ccccc5[nH]4)c3)c2C1=O
    14 | -123 | 4 | -5 | -3 | -7 | 0.2 | -3 | 16 | -1
CCc1sc(C(=O)N2CCc3ccccc32)cc1C
    47 | -7 | 3 | 1 | 6 | -11 | 0.8 | 1 | -4 | -2
Cc1cc(C(=O)NNC(=O)CCC2CCCCC2)c(C)o1
    25 | 0 | 2 | 0 | 0 | 3 | 0.3 | 0 | -2 | 0
COc1ccccc1NC(=O)COC(=O)COc1cccc2c1OC(C)(C)C2
    x | 9 | x | -2 | -9 | -10 | -4.3 | 9 | 1 | 3
CCOc1c(Br)cc(C(=O)Nc2cccc(S(=O)(=O)N3CCOCC3)c2)cc1OC
    x | x | x | 12 | -2 | x | 0.4 | 19 | 4 | 0
Cn1cnc2cc(NCc3ccc(Cl)cc3)ccc21
    -11 | 7 | 8 | -13 | u | 9 | -1.4 | 5 | 5 | -3
Cc1nn(-c2ccccc2)c(NC(=O)c2cccs2)c(-c2ccccc2Cl)c1=O
    1 | 4 | -3 | -6 | -2 | 4&-13 | 0.1 | 6 | -21 | 0
CCOC(=O)N1CCN(C(=O)c2cc(OCC)c(OCC)c(OCC)c2)CC1
    10 | 2 | 6 | -3 | -7 | -8 | -1.0 | -2 | 2 | -6
CNc1ccc2nc3ccccc3[n+](C)c2c1
    x | 107* | 1 | 102* | -39 | -15 | -0.2 | -88 | -50 | -2
C#CCOCCOCCOCCNc1nc(N2CCN(C(=O)[C@H]([C@@H](C)CC)n3cc([C@@H](N)CO)nn3)CC2)nc(N2CCN(C(=O)[C@H](Cc3ccc(O)cc3)n3cc([C@@H](N)CC(C)C)nn3)CC2)n1
    21 | -2 | -3 | -4 | -20 | -8 | -0.6 | -5 | 12 | -10
CNc1nc2c(C)cccn2c(=O)c1C=NCc1ccccc1
    40 | -7 | -2 | 0 | 8 | -13 | -1.6 | -2 | 12 | -14
O=C(COc1ccccc1)Nc1nnc(-c2ccc(Cl)cc2)o1
    -14 | 12 | -5 | -5 | -4 | 6 | -0.8 | 3 | -4 | -5
COc1cccc(OC)c1C(=O)Nc1ccc(S(=O)(=O)Nc2ncccn2)cc1
    -4 | -9 | -2 | -7 | x | -8 | x | -1 | 0 | x
COC(=O)CSc1ccc(S(=O)(=O)N2CCCCCC2)cc1[N+](=O)[O-]
    -6 | -3 | 9 | -14 | -9 | -13 | -0.3 | -7 | 2 | 0
Nc1cc(C(F)(F)F)ccc1N1CCOCC1
    40 | 7 | -1 | -3 | -4 | 23 | 0.0 | -3 | 1 | -4
CN(C)c1ncnc2sc(-c3ccccc3)cc12
    19 | -8 | -8 | 8 | 3 | -19 | 0.4 | 1 | -3 | -1
O=C1c2cccc(Cl)c2C(=O)c2c1cccc2N1CCCC1
    x | -18 | 5 | 71* | -14 | -20 | -0.1 | -13 | -3 | -6
O=C(c1ccc([N+](=O)[O-])cc1)N1CCOCC1
    x | x | x | -16 | -10 | -12 | 0.1 | -10 | 5 | 0
CCOC(=O)c1c(C)[n+](-c2ccc(C)cc2)c(CC)c2cc(OC)c(OC)cc12
    x | -4 | -4 | -41 | -6 | -13 | -2.2 | -16 | 5 | -6
COc1ccc(C(=O)N(C)C2CCN(C)CC2)cc1S(=O)(=O)Nc1cc(Cl)ccc1Cl
    52* | -9 | -1 | x | x | -9 | x | x | 9 | x
CCc1cc2c(=O)c(-c3nc4ccccc4n3C)c(C(C)C)oc2c(CN2CCN(C)CC2)c1O
    27 | 3 | -1 | -8 | -9 | -2 | -4.1 | -3 | -2 | -3
COc1ccc(N2C(=O)C3C4C=CC(C4)C3C2=O)nn1 (configuration not stated)
    -2 | -1 | -7 | -10 | 14 | -16 | 1.3 | 3 | 6 | 1
CCCc1cc(C(=O)Nc2sc(C(C)=O)c(C)c2C(=O)OCC)no1
    28 | -2 | -3 | 3 | -13 | -9 | -1.6 | -3 | -6 | 4
